Bioassay records as filed in PubChem.
LDHA block = LDHA (human) enzyme inhibition; purified LDHA, NADH/diaphorase-resazurin fluorescence; stronger effect = lower value; activity change, % (values are at about 110 or 230 µM); hit rate 0.15% among 480,000; AID 1347041; in the data active = activity change below about -30%; inconclusive = mostly about -25% to -30%;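 also: plate controls were DMSO wells for no effect and wells without enzyme for full effect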
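Human LDH5 (2 nM) was incubated with 0.06 mM NADH and 0.2 mM pyruvate for 5 min at room temperature in Tris pH 7.4. Remaining NADH was coupled through diaphorase/resazurin, and resorufin fluorescence was read at 0 and 20 min.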
Vif-A3F inh = inhibitors of Vif-A3F interaction. HeLa A3F-eYFP + Vif (tagged APOBEC3F with the HIV-1 protein that degrades it), YFP fluorescence increase. Potency, µM (top dose mostly 46.1 µM), without a hit: at the top dose activity, negative = active. hit rate 0.2% among 390,000. AID 602313; also: potency is read from the fitted curve at half-maximal effect; % of control where 0% means no effect; nearly all actives have a fitted effect of over 65% in size
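Fluorescence increase (Ex 488/Em 500-530) after overnight compound treatment at 37 deg C flags inhibition of Vif-driven A3F-eYFP loss in stable HeLa A3F-eYFP/Vif cells seeded overnight beforehand.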
USP1-UAF1 inh = USP1/UAF1 (human) deubiquitinase inhibition; recombinant USP1/UAF1, Ub-Rhodamine cleavage fluorescence; hit rate 0.23% among 390,000; Potency, µM (titrated, usually from 57.1 µM), inactives show top-dose activity change, negative = inhibition, hits mostly inhibitors; O94782; also: potency is read from the fitted curve at half-maximal effect; % is scaled to controls: 0 for no effect and ±100 for the full control effect; nearly all actives have a fitted effect of over 60% in size; inactives centre near -12
Target sequence (O94782 whole entry, looked up): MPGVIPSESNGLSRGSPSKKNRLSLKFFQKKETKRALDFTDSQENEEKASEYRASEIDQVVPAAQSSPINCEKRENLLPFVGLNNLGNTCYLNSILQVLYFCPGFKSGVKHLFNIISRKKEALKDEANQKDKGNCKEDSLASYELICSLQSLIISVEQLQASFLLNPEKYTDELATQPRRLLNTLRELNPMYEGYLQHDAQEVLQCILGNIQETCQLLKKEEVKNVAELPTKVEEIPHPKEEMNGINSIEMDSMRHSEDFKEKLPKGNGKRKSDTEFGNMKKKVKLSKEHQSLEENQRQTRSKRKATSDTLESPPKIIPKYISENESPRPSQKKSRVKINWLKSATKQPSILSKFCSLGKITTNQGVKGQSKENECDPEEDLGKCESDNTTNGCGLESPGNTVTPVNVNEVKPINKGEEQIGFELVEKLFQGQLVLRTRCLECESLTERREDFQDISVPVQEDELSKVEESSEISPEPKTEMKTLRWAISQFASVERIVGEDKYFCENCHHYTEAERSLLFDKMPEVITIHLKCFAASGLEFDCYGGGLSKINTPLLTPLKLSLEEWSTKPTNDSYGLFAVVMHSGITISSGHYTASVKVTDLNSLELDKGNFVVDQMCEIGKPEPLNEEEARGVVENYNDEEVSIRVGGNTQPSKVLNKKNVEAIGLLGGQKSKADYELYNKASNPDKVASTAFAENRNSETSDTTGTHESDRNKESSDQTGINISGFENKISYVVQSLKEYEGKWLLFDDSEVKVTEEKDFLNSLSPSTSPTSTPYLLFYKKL
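In this screen, compounds sit with the deubiquitinase complex (1nM) for 15 min at room temperature before Ub-Rho is added at 150nM final. Fluorescence rise is then followed for 6 reads every 60 seconds.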
Vif-APOBEC3G blk = inhibitors of Vif-APOBEC3G interaction | Potency, µM (doses to about 46.1 µM), for inactives: top-dose activity, negative = active, actives largely listed as inhibitors | HeLa A3G-eYFP + Vif (tagged APOBEC3G with the HIV-1 protein that degrades it), YFP fluorescence, overnight | Q9HC16 | hit rate 0.076% among 410,000;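 also: potency is read from the fitted curve at half-maximal effect; % is scaled to controls: 0 for no effect and ±100 for the full control effect; nearly all actives have a fitted effect of over 60% in size; hits raise eYFP signal because A3G escapes Vif-driven loss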
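Read-out is eYFP fluorescence (Ex 488/Em 500-530) from Vif-expressing HeLa A3G-eYFP cells; more signal means A3G escaped Vif-mediated degradation. Cells plated overnight, compound pinned in, incubated overnight at 37 deg C.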
RGS4 inhibitor = human RGS4 inhibition. P49798. Transcreener GDP fluorescence polarization, RGS4-accelerated GTP hydrolysis. Potency, µM (highest dose often 114 µM), for the others: at the top dose activity change, negative = inhibition, most hits filed as inhibitors. hit rate 0.039% among 390,000. AID 504845; also: potency is read from the fitted curve at half-maximal effect; % is scaled to controls: 0 for no effect and ±100 for the full control effect; nearly all actives have a fitted effect of over 75% in size; some results filed as inactive show a strong effect at the top dose
Target sequence (P49798 whole entry, looked up): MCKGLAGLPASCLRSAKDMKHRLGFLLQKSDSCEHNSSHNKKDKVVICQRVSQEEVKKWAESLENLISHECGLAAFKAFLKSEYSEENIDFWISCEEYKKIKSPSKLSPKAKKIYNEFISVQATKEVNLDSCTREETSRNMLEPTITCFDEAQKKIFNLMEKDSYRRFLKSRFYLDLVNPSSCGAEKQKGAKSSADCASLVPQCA
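MLSMR compounds (23 nl, pin-transferred) preincubated 10 min at room temperature with a 500nM (2x) first reagent, then RGS4 at 900nM (2x) plus Transcreener GDP mix added; fluorescence polarization (620/688 nm) read before and after 90 min at 30 °C.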
GRP78 ERSR act = ER stress response induction in glioma; Potency, µM, for the others: at the top dose activation, hits mostly activators; U87-MG GRP78 promoter luciferase reporter, 16 h; hit rate 0.02% among 420,000; also: potency is read from the fitted curve at half-maximal effect; series mostly up to about 76 µM; % of control where 0% means no effect; nearly all actives have a fitted effect of over 35% in size
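ERSR induction read as luciferase luminescence (Bright-Glo, 10 min at room temperature) in stably transfected human U87-MG glioma cells exposed to compounds for 16 h, using GRP78 as sensor.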
mIDH1 inhibitor = inhibitors of human mutant IDH1 R132H; hit rate 0.093% among 390,000; Potency, µM (series often up to 76.6 µM), for the others: top-dose activity change, negative = inhibition, usual class: inhibitors; O75874; IDH1-R132H enzyme, NADPH consumption, diaphorase/resazurin fluorescence; also: potency is read from the fitted curve at half-maximal effect; % is scaled to controls: 0 for no effect and ±100 for the full control effect; nearly all actives have a fitted effect of over 65% in size
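IDH1-R132H (0.5 ug/mL dispensed) in pH 7.5 Tris buffer was preincubated 30 min with compound, then given a substrate mix of 0.016 mM NADPH and 2 mM alpha-KG for 80 min at room temperature; remaining NADPH was read by diaphorase/resazurin fluorescence.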
TrxR1 inh = blocks rat thioredoxin reductase 1 | Potency, µM (highest dose often 114 µM), for the others: at the top dose activity change, negative = inhibition, most hits filed as inhibitors | AID 588453 | hit rate 1% among 390,000 | recombinant rTrxR1, NADPH fluorescence consumption, selenite substrate | O89049; also: potency is read from the fitted curve at half-maximal effect; % is scaled to controls: 0 for no effect and ±100 for the full control effect; nearly all actives have a fitted effect of over 65% in size
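Rat TrxR1 (90 nM in the dispensed reagent) was pre-reduced with 400 uM NADPH for 5 min at room temperature, then incubated with compound for 15 min. After 400 uM selenite was added, NADPH fluorescence (Ex 340/Em 450 nm) was followed for 8 min.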
TrxR1 substrate = substrates of rat thioredoxin reductase 1 | purified TrxR1 substrate turnover, NADPH consumption readout | O89049 | AID 588456 | hit rate 0.01% among 390,000 | Potency, µM (titrated, usually from 114 µM), for the others: top-dose activity change, negative = substrate turnover; also: potency is read from the fitted curve at half-maximal effect; % is scaled to controls: 0 for no effect and ±100 for the full control effect; nearly all actives have a fitted effect of over 50% in size
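Rat TrxR1, dispensed at 90 nM, was prereduced with 400 uM NADPH (final) for 5 min at ~22 deg C, then incubated with compound 15 min before 400 uM selenite. A first-read NADPH fluorescence drop versus no-compound background flagged substrates.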
Numbers without * were called inactive; ? = inconclusive; / = no result given; [ ] = another dose, or the depositor's remark. Unless noted, calls follow the shape of the dose curve; as a rule, active = well fitted curve in the direction sought with a large enough effect; inconclusive = small, poorly fitted or top-dose-only effect, or another doubt; inactive = no such curve, though single readings can be large; an effect the other way counts as inactive or inconclusive. The list is partial; count on the stated rates, not on these rows.

Below each compound – LDHA block | Vif-A3F inh | USP1-UAF1 inh | Vif-APOBEC3G blk | RGS4 inhibitor | GRP78 ERSR act | mIDH1 inhibitor | TrxR1 inh | TrxR1 substrate
CCOC(=O)c1oc2ccc(Cl)cc2c1NC(C)=O
    -2 | -11% | 10% | -4% | 24% | -2% | -1% | 5% | -1%
CCC(CC)C(=O)Nc1nnc(S(=O)(=O)N(CC)c2ccc(OC)cc2)s1
    -3 | -1% | -18% | 4% | -12% | -4% | 0% | 6%[57.1 µM] | 6%[57.1 µM]
O=C(COC(=O)c1ccc(NS(=O)(=O)c2ccc3c(c2)OCCO3)cc1)NCC1CCCO1 (stereo unspecified)
    -4 | -1% | -3% | 1% | -5% | 1% | 1% | -10% | -7%
O=C(NCc1cccc(F)c1)c1ccccc1NC(=O)c1nsc2ccccc12
    -6 | -13% | ? | -5% | 2% | 14% | 7% | 22%[57.1 µM] | 3%[57.1 µM]
CN1CCN(CCCCOc2ccccc2-c2ccccc2)CC1
    -36* | -9% | -24% | -5% | 2% | -4% | -6% | 4% | 1%
O=C(c1ccsc1)N1CCCC(N2CCOCC2)C1 (stereo unspecified)
    -2 | 10% | 2% | -1% | 2% | -3% | -6% | 1% | -1%
Cc1nn(CC(=O)N2CCC(C)CC2)c(=O)c2cccn12
    0 | -2% | -13% | 4% | -20% | -6% | 15% | 75%[activator] | 32%
Cc1ccc(C)c(OCCC(=O)NNC(=O)c2cc(C)oc2C)c1
    -4 | -8% | -26% | 0% | 9% | -4% | -4% | 21% | 2%
CCc1ccc(C(=O)CC2(O)C(=O)N(Cc3ccc(C)cc3)c3ccccc32)cc1 (stereo unspecified)
    -5 | -1% | 32%[activator] | -1% | ? | 1% | -17% | -32% | -1%
O=C(COc1ccccc1Cl)c1ccc[nH]1
    -2 | -10% | -15% | -8% | 0% | 2% | 13% | 5% | -1%
Cc1ccsc1/C=N/NC(=O)c1nnn(-c2nonc2N)c1-c1ccc2c(c1)OCO2
    -5 | 7% | -20% | 2% | 8% | -6% | 10% | 12% | -3%
COCCNC(=O)C(c1ccc(OC)cc1)N(C(=O)Cn1nnc2ccccc21)c1cccnc1 (stereo unspecified)
    -5 | -12% | -7% | -2% | -6% | -2% | 1% | -8%[11.4 µM] | 6%
COc1ccccc1C1/C(=C(\O)c2ccc3c(c2)OCCO3)C(=O)C(=O)N1CCCn1ccnc1 (stereo unspecified)
    -1 | 1% | ? | -7% | -14% | 8% | 0% | -9% | -12%
Cc1cc(Oc2ccc(=O)n(C)n2)nc(Oc2ccc(=O)[nH]n2)n1
    -3 | / | -3% | 1% | 27% | -9% | -1% | -7% | -6%
Cc1ccc(-c2cc(C(=O)NCCN3CCOCC3)c3ccccc3n2)o1
    -2 | 2% | -23% | -1% | -23% | -3% | 3% | ? | 72%[activator]
BrC(=C\c1ccccc1)/C=N/N1CCN(c2ccccc2)CC1
    0 | -5% | -4% | -3% | -16% | 9% | 1% | 4%[57.1 µM] | -7%[57.1 µM]
Cc1nc(C)c(-c2ccc(SCc3cccc(F)c3)nn2)s1
    -7 | -4% | -21% | 0% | -18% | -1% | 1% | 0% | -6%
S=C(NNc1nc(Nc2ccccc2)nc(N2CCCCC2)n1)NC1CCCCC1
    -3 | 0% | -20% | -5% | 9% | -1% | -6% | 23%[57.1 µM] | 1%[57.1 µM]
CC(=O)Nc1ccc(N=Nc2ccccc2)cc1
    -11 | 2% | -7% | -8% | 10% | 0% | 0% | -10% | -17%
Cc1ccc(NC(=O)C2=C(O)CCn3c2nc2ccccc23)cc1
    -3 | 0% | -24% | 0% | -8% | 1% | 7% | 7% | 8%
CCOC(=O)Cc1csc(NC(=O)c2ccco2)n1
    -5 | 1% | -2% | 0% | 43% | 5% | -1% | -4% | 5%
Cc1nc(N2CCN(c3ccccc3)CC2)nc2c1C(=O)CC(C)C2 (stereo unspecified)
    -3 | -6% | -17% | 0% | 4% | 0% | 6% | 9% | 4%
Clc1ccc(COn2nnc3ccccc32)c(Cl)c1
    -1 | -5% | -2% | 2% | -3%[11.4 µM] | 2% | 5% | -2% | 11%[57.1 µM]
CCCCn1c(C(C)NC(=O)c2cccs2)nc2ccccc21 (stereo unspecified)
    -1 | -4% | -15% | 0% | -28% | -3% | 8% | 5%[57.1 µM] | -2%[57.1 µM]
O=C(Oc1cccnc1)c1ccc(Cl)cc1
    0 | 1% | -21% | 0% | 5% | -1% | 2% | -6% | 2%
Cc1ccc(NC(=O)COc2ccc(/C=C3/SC(=Nc4ccccc4)N(Cc4cccnc4)C3=O)cc2)cc1
    -3 | -16% | -22% | -5% | -22% | -3% | 1% | 13% | 6%
Cn1c(SCc2c(F)cccc2Cl)nc2ccccc2c1=O
    -7 | -1% | -16% | 4% | 9% | -1% | -9% | 6% | -3%
COc1ccc(-c2nc(Cn3c(SCc4ccc(C)cc4)nc4cccnc43)c(C)o2)cc1OC
    5 | -13% | -17% | ? | -20% | -5% | 15% | 16% | 4%
O=C(CN1CCCCC1)NNC(=O)c1ccc([N+](=O)[O-])cc1
    -1 | -1% | -16% | 1% | 2% | -3% | -5% | 4% | -9%
Cc1cc2nc(-c3cccc(NC(=O)C(C)C)c3C)oc2cc1C
    -4 | 2% | -4% | -3% | -4% | -2% | 1% | -2%[57.1 µM] | -3%[57.1 µM]
COC(=O)c1cc(NC(=O)c2cc(C(C)(C)C)nn2Cc2ccc(F)cc2)ccc1N1CCOCC1
    3 | -2% | -25% | 0% | -21% | -2% | 13% | 26% | 14%
COc1ccc(NC(=O)c2[nH]c(C)c(C(C)=O)c2C)cc1S(=O)(=O)N1CCOCC1
    -5 | -26% | -9% | -2% | 2% | 0% | -2% | -8% | -3%
Cc1cccc(C)c1OCc1cc(C(=O)N2CCN3CCCC3C2)no1 (stereo unspecified)
    -3 | -5% | -17% | 0% | -13% | 4% | 8% | 14% | 3%
COc1ccc(S(=O)(=O)N2CCN(C(=O)CCSc3ccccc3)CC2)cc1
    -8 | 1% | -2% | 1% | 4% | -2% | -2% | -7% | -9%
COc1ccccc1/C=C/C(=O)N1CCC(c2ccccc2)C1 (stereo unspecified)
    -3 | 2% | -17% | ? | 14% | 9% | -7% | 3% | 1%
O=C(NCCO)c1cccc(S(=O)(=O)N2CCCCC2)c1
    -3 | -9% | ? | 0% | 18% | -3% | 3% | 30% | 16%
CCN(CC)CCNCC(=O)Nc1ccc(Oc2ccccc2)cc1
    ? | -7% | 0% | 0% | 16% | -3% | 7% | 21% | 2%
CC1CCc2sc(C(=O)N/N=C/c3ccc(O)cc3)cc2C1 (stereo unspecified)
    -1 | -13% | -22% | -14% | 9%[11.4 µM] | 7% | -2% | 31% | 10%
O=C(OCC(=O)N1CCCc2ccccc21)c1ccc(C(F)(F)F)cc1
    2 | 2% | -5% | 0% | 17% | -1% | -6% | 8%[57.1 µM] | -2%[57.1 µM]
COc1ccccc1C(CNC(=O)c1cccc(S(=O)(=O)NCc2ccccc2)c1)N(C)C (stereo unspecified)
    -3 | 12% | -16% | 1% | -7% | ? | 5% | -3% | 0%

Grouped by structure, those above containing an aryl methoxy group (8)
Below each compound – LDHA block | Vif-A3F inh | USP1-UAF1 inh | Vif-APOBEC3G blk | RGS4 inhibitor | GRP78 ERSR act | mIDH1 inhibitor | TrxR1 inh | TrxR1 substrate
CCC(CC)C(=O)Nc1nnc(S(=O)(=O)N(CC)c2ccc(OC)cc2)s1
    -3 | -1% | -18% | 4% | -12% | -4% | 0% | 6%[57.1 µM] | 6%[57.1 µM]
COCCNC(=O)C(c1ccc(OC)cc1)N(C(=O)Cn1nnc2ccccc21)c1cccnc1 (stereo unspecified)
    -5 | -12% | -7% | -2% | -6% | -2% | 1% | -8%[11.4 µM] | 6%
COc1ccccc1C1/C(=C(\O)c2ccc3c(c2)OCCO3)C(=O)C(=O)N1CCCn1ccnc1 (stereo unspecified)
    -1 | 1% | ? | -7% | -14% | 8% | 0% | -9% | -12%
COc1ccc(-c2nc(Cn3c(SCc4ccc(C)cc4)nc4cccnc43)c(C)o2)cc1OC
    5 | -13% | -17% | ? | -20% | -5% | 15% | 16% | 4%
COc1ccc(NC(=O)c2[nH]c(C)c(C(C)=O)c2C)cc1S(=O)(=O)N1CCOCC1
    -5 | -26% | -9% | -2% | 2% | 0% | -2% | -8% | -3%
COc1ccc(S(=O)(=O)N2CCN(C(=O)CCSc3ccccc3)CC2)cc1
    -8 | 1% | -2% | 1% | 4% | -2% | -2% | -7% | -9%
COc1ccccc1/C=C/C(=O)N1CCC(c2ccccc2)C1 (stereo unspecified)
    -3 | 2% | -17% | ? | 14% | 9% | -7% | 3% | 1%
COc1ccccc1C(CNC(=O)c1cccc(S(=O)(=O)NCc2ccccc2)c1)N(C)C (stereo unspecified)
    -3 | 12% | -16% | 1% | -7% | ? | 5% | -3% | 0%
